# miR122 inh: miR-122 Renilla sensor signal increase in Huh7, primary screen, miR-122 inhibitor project, cell-based, single point, plate reader; actives 0.3% (n = 340,000); activation (reporter increase), % at 12.5 µM; Huh7 miR-122 Renilla luciferase sensor, 48 h; neutral wells = 0, positive control = 100; AID 602342, 2012;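 active means mean replicate activation score at least 90 and every replicate individually at or above 90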;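 further: higher luciferase means less miR-122 activity so hits act as miR-122 inhibitors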
# PAX8 inh HTS: inhibitors of PAX8-driven TPO luciferase reporter, primary screen, RMG-I cells, single concentration; inhibition, % at 12.6 µM; SteadyGlo, 24 h; actives 1.2% (n = 360,000); AID 652154, 2013;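 active means mean replicate inhibition at least 60% with every replicate also reaching 60%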;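 further: luciferase light reporting Pax8 driven TPO promoter activity; plate controls were median of neutral control wells for no effect and mitoxantrone controls for full effect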
# PGC1a acetyl inh: inhibitors of PGC1a acetylation signal, primary screen, cell-based, U2OS, AlphaScreen, inhibitor mode. AlphaScreen anti-acetyl-lysine; with virally co-expressed GCN5 acetyltransferase. inhibition, % at 15.6 µM. actives 0.17% (n = 350,000);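 active means every replicate shows inhibition of at least 40%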;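 further: 0% = neutral control wells and 100% = positive control wells; some results beyond the cut were filed as inactive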
# LGR2 inh: inhibitors of bursicon-induced LGR2 CRE-luciferase signal, primary screen, cell-based, HEK293, CRE-luciferase reporter, bursicon stimulation | Drosophila bursicon receptor LGR2 (rickets) | bursicon-stimulated, 4 h | inhibition, % at 9.99 µM | actives 0.35% (n = 380,000);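 active means drop in luminescence signal, shown as inhibition above about 50% in the replicate tests, limit read from the data, passing the limit was not always enough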;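 further: agonist challenge used bursicon conditioned medium at about half maximal strength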
# FN deposit inh: inhibitors of fibronectin matrix deposition, primary screen, AH1F cells, Alexa488-fibronectin fluorescence, plate reader. inhibition, % at 12.6 µM. actives 0.086% (n = 350,000). AH1F fibroblasts, overnight. AID 743247, 2014;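 active means mean inhibition across replicates of 30% or more, regardless of how many single replicates reach that level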;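 further: positive control wells lacked labelled fibronectin entirely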
#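 Schedule: 1 h cell adhesion before compound, then overnight fibronectin incubation; test system: AH1F fibroblast monolayer depositing Alexa488-labelled fibronectin into matrix; quantity: 10000 AH1F cells per well; probe or stimulus: fluorescent fibronectin at 24 nM final; signal: fluorescence, ex 485 nm, em 525 nm; evaluation: percent inhibition as loss of matrix-bound fibronectin fluorescence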
# EWS-Fli inh: EWS/Fli-driven NR0B1 reporter inhibitors, primary screen, A673 cells, NR0B1 luciferase, luminescence, MLPCN library. viability-normalised. inhibition, % at 12.6 µM. AID 651661, 2012. actives 0.67% (n = 350,000);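 active means mean inhibition of at least 50% after viability correction, with every replicate also passing that limit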;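 further: firefly luciferase signal divided by Alamar Blue viability fluorescence both relative to DMSO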
# Casp6 inh: human caspase-6 inhibitors, primary screen, biochemical, VEID-R110 fluorescence, single point, set 2. AID 686996, 2013. actives 0.53% (n = 350,000). purified caspase-6, Z-VEID-R110 cleavage fluorescence. inhibition, % at 12.5 µM;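 active means mean inhibition across replicates at least about 35%, with every replicate also reaching that limit, limit read from the data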;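 further: 0% = median of neutral control wells and 100% = no fluorescence left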
# Target sequence (P55212 24-179 limits assumed): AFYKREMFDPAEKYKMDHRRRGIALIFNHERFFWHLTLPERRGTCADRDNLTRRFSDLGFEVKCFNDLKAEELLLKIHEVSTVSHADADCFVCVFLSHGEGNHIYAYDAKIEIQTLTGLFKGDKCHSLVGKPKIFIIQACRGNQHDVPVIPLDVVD
# Target sequence (P55212 194-293 limits assumed): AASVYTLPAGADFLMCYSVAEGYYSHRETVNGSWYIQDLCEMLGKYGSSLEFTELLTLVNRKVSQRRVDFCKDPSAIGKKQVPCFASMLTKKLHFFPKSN
# Cneo AK release: Cryptococcus neoformans cell lysis inducers, primary screen, AK release luminescence, single concentration; C. neoformans lysis, adenylate kinase release luminescence, 4 h; normalised: neutral wells 0, clomiphene wells 100; lysis activity, % at 15 µM; actives 0.2% (n = 360,000); AID 651654, 2012;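 active means mean lysis activity across replicates of at least 80%, whatever share of replicates individually reach that level; inactive means mean lysis activity below 80%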
#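 Assay system: log-phase C. neoformans yeast / Quantity: yeast cell density of 5 × 10^6 cells/mL / Medium: fresh YPD growth medium / Compound: single dose / Timing: static 4 h at 37 °C with compound, 1 h detection / Measured by: adenylate kinase release luminescence / Read-out: lysis from increased AK signal / Benchmarks: Clomiphene as positive lysis control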
# * = called active by the depositor; x = no result given; [ ] = remark or other dose. Random draw from the library; about 2.5% have a hit in one of these screens.
SMILES,miR122 inh,PAX8 inh HTS,PGC1a acetyl inh,LGR2 inh,FN deposit inh,EWS-Fli inh,Casp6 inh,Cneo AK release
Cc1ccccc1-c1cnc2c(c1)C(=O)N([C@H](C)CO)C[C@@H](C)[C@H](CN(C)Cc1cccnc1)O2,1[16.7 µM],x,-1,2,x,-4,2,2
Cc1nn(CC2CC2)c(=O)n1-c1ccc(C(C)C)cc1,14,17,9,4,x,-1,3,0
C/C(=N\NC(=O)c1csc(C)c1C)c1ccc(Cl)s1,2,-104,3,x,6,x,x,1
Cc1ccccc1-c1cc(C(=O)N/N=C/c2cccnc2)c2ccccc2n1,x,0,x,-8,6,x,-2,0
O=C(Nc1ccc(S(=O)(=O)N2CCCCC2)cc1)c1ccc(Cl)nc1,18,2,-1,11,-6,15,0,2
O=S(=O)(NC1CCCCC1N1CCCCC1)c1ccc(Cl)cc1 (configuration not stated),-3,8,-14,-4,-2,3,-5,0
Cc1ccc2c(c1)=C(c1ccccc1)N(O)CC(=O)N=2,0,-10,-1,-8,3,-7,-2,2
Cc1cc2oc(=O)cc(CN3CCN(Cc4ccc5c(c4)OCO5)CC3)c2cc1C,-5,x,4,x,4,x,x,0
O=C(C[C@@H]1CC[C@H]2[C@@H](COC[C@H](O)CN2Cc2nccs2)O1)NCc1ccc(Cl)cc1,0[16.7 µM],2,1,4,-12,4,-2,-1
C[C@@H]1CN([C@H](C)CO)C(=O)c2cc(C#Cc3ccccc3)cnc2O[C@@H]1CN(C)C(=O)c1ccccn1,-8[16.7 µM],-17,8,-5,x,-5,-4,2
CN(C)CC(=O)N[C@@H]1C=C[C@@H](CC(=O)NCc2ccc(Cl)cc2)O[C@@H]1CO,x,-18,-4,-8,-9,-5,-1,3
CCCCN(C=O)c1c(CC)nc2c(OCCOc3ccc(F)cc3)cccn12,-4,8,-27,21,-3,9,x,1
COc1ccc(S(=O)(=O)Nc2ccc3c(c2)C(=O)N([C@H](C)CO)C[C@H](C)[C@@H](CN(C)S(C)(=O)=O)OCCCC[C@H](C)O3)cc1,8[16.7 µM],0,20,-12,x,-4,-4,-1
COC(=O)N/N=C(\C)c1ccco1,-9,16,-1,-1,-3,-7,-1,x
C=CCNC(=O)COC(=O)c1cc(S(=O)(=O)N2CCOCC2)ccc1N1CCCCC1,13,x,6,-3,15,x,-1,-2
CCCN(C)C[C@H]1OCCCC[C@@H](C)Oc2ccc(NC(=O)Nc3ccc(F)cc3)cc2C(=O)N([C@@H](C)CO)C[C@H]1C,1[16.7 µM],-1,-5,-26,x,4,x,x
FC(F)(F)c1cccc(N2CCN(C3CC4CCC3C4)CC2)c1 (configuration not stated),2,0,x,4,1,-1,-2,-1
CC(C)C[C@H](NC(=O)c1nc[nH]c1C(=O)N1CCN(c2ccccc2)CC1)C(=O)OC(C)(C)C,-6,16,-4,14,5,-29,4,-1
CN(Cc1nccn1C)C(=O)CC1C(=O)NCCN1Cc1ccc(F)cc1Cl (configuration not stated),-3,x,-2,3,8,8,-6,-1
O=C(NCc1ccc2c(c1)OCO2)C1CCCN1S(=O)(=O)c1ccc(Cl)cc1 (configuration not stated),x,-1,x,1,0,1,0,x
O=C(Nc1ccc(S(=O)(=O)N2CCCCCC2)cc1)c1ccco1,50,-90,17,x,1,x,x,-4
CCC(=O)N(C)C[C@H]1Oc2cc(-c3ccccc3C)ccc2S(=O)(=O)N([C@H](C)CO)C[C@H]1C,23[16.7 µM],x,-6,7,x,1,-1,1
O=C(/C(=C/O)N=Nc1ccccc1)c1ccc(Cl)cc1,x,24,19,-89,17,3,x,x
C[C@H]1CN([C@@H](C)CO)S(=O)(=O)c2ccc(C#Cc3ccccn3)cc2O[C@H]1CN(C)Cc1cccc(F)c1,-8[16.7 µM],x,-11,-7,x,-2,0,-6
C[C@H]1CN([C@@H](C)CO)C(=O)c2cc(NC(=O)NC3CCCCC3)ccc2O[C@@H]1CN(C)Cc1ccc(Cl)c(Cl)c1,-5[16.7 µM],x,25,14,3,7,3,-1
CC1(C(=O)NNC(=S)NCC2CCCO2)CC1(Cl)Cl (configuration not stated),1,-10,6,8,0,x,-1,-3
N#C[C@H]1[C@@H](c2ccc(C#CC3(O)CCCC3)cc2)[C@H](CO)N1C(=O)C1CC1,x,23,-4,-2,5,-1,30,-3
C=CCNc1ncnc2c1[nH]c1ccc(Cl)cc12,-10,x,-8,x,3,x,x,0
Cc1cc(S(=O)(=O)NCc2ccc(S(N)(=O)=O)cc2)c(C)s1,14,x,6,x,-14,x,x,6
COc1ccc(CCN2C(=O)NC(NS(=O)(=O)c3ccc(NC(C)=O)cc3)(C(F)(F)F)C2=O)cc1OC (configuration not stated),-11,-6,-8,14,-3,-1,-1,0
CC(C)c1ccc(NC(=O)COc2nncc3ccccc23)cc1,x,-29,x,-6,x,-9,6,x
C[C@H]1CN([C@@H](C)CO)C(=O)Cc2cc(NC(=O)Nc3cccc4ccccc34)ccc2O[C@H]1CN(C)C(=O)Nc1ccc(C(F)(F)F)cc1,5[16.7 µM],x,4,8,x,-4,-2,0
COc1ccccc1NS(=O)(=O)c1ccc(C(=O)N2CCCC(C(F)(F)F)C2)cc1 (configuration not stated),x,1,4,10,-3,4,6,1
O=S(=O)(NCCc1ccc(F)cc1)c1cc(C(F)(F)F)ccc1Br,127*,-3,-8,26,4,3,3,0
C[C@@H]1CCCCO[C@@H](CN(C)C(=O)c2ccncc2)[C@@H](C)CN([C@H](C)CO)C(=O)c2cc(NS(=O)(=O)c3ccccc3)ccc2O1,6[16.7 µM],-37,12,14,x,-19,1,4
COC(=O)CCCn1cc(CN2CC(N3CCN(C)CC3)CS2(=O)=O)nn1 (configuration not stated),x,-5,x,-11,3,7,-11,x
O=C(O)CCCCN1C(=O)C=CC1=O,x,-8,x,-9,1,-3,21,x
CCOC(=O)c1cc(C#N)c(N2CCN(C(=O)c3ccccc3)CC2)nc1C(F)(F)F,x,13,-10,9,-3,6,5,x
CCCCCOc1ccc(/C=C/c2c([N+](=O)[O-])c(=O)n(C)c(=O)n2C)cc1,-6,-1,4,-17,-7,16,-3,-1
Cc1cc(NC(=O)CSc2nc3ccccc3c(=O)n2-c2ccccc2)no1,9,x,9,-14,x,x,-4,-1
Cc1sc2nc(-c3cccs3)oc(=O)c2c1C,8,-5,6,-23,7,-21,-2,-3
COCCNC(=O)C[C@H]1C[C@H]2c3cc(NS(=O)(=O)c4ccc(F)cc4)ccc3O[C@H]2[C@@H](CO)O1,1[16.7 µM],-4,7,4,-5,10,x,0
CN(CCOc1ccc(Cl)cc1)CC(O)c1ccccc1 (configuration not stated),x,15,x,12,3,-1,-11,2
COc1ccc(C2(c3ccc(OC)cc3)NC(=O)N(CC(=O)N(C)C)C2=O)cc1,-8,1,10,-5,-2,0,3,-1
COc1ccc(/C=N/Nc2cc(C)nc3ccc(Br)cc23)cc1,-12,95*,x,93*,3,48,-6,-3
CCOC(=O)c1sc(-c2ccccc2)cc1NC(=O)Nc1ccccc1,-1,13,-24,x,0,-6,1,0
O=C(C[C@H]1C[C@@H]2c3cc(NS(=O)(=O)c4ccc(F)cc4)ccc3O[C@@H]2[C@@H](CO)O1)NCc1ccc(-c2ccccc2)cc1,-7[16.7 µM],84*,-1,8,3,33,-1,-40
C[C@@H]1CN([C@H](C)CO)C(=O)c2cc(NS(=O)(=O)c3cn(C)cn3)ccc2O[C@H]1CN(C)Cc1ccc(C(F)(F)F)cc1,-4[16.7 µM],19,-4,-6,x,4,-1,4
COc1cccc(CN2CCN(c3nc4nonc4nc3N3CCCCC3)CC2=O)c1,-6,17,-3,-14,5,15,-5,x
C/C(=N\NS(=O)(=O)c1ccc(C(C)(C)C)cc1)c1ccccc1,70,13,4,8,-25,14,0,9
COc1cccc(S(=O)(=O)Nc2ccc3c(c2)[C@H]2C[C@H](CC(=O)NC4CCCCC4)O[C@@H](CO)[C@H]2O3)c1,7[16.7 µM],-9,-8,0,4,-8,1,-2
COc1ccccc1Oc1nc2ccccn2c(=O)c1/C=C(\C#N)C(=O)Nc1c(C)n(C)n(-c2ccccc2)c1=O,-1,-18,3,x,3,18,4,1
CCNC(=O)CCSc1nc2cc(Cl)ccc2o1,-3,x,-20,9,x,x,x,-1
Cc1ccc(NC(=O)c2ccc(=O)[nH]n2)cc1S(=O)(=O)Nc1ccc(SC(F)F)cc1,x,4,x,14,x,4,9,-10

# Exported bar-delimited: entries from further up.
SMILES | miR122 inh | PAX8 inh HTS | PGC1a acetyl inh | LGR2 inh | FN deposit inh | EWS-Fli inh | Casp6 inh | Cneo AK release
Cc1sc2nc(-c3cccs3)oc(=O)c2c1C | 8 | -5 | 6 | -23 | 7 | -21 | -2 | -3
COCCNC(=O)C[C@H]1C[C@H]2c3cc(NS(=O)(=O)c4ccc(F)cc4)ccc3O[C@H]2[C@@H](CO)O1 | 1[16.7 µM] | -4 | 7 | 4 | -5 | 10 | x | 0
CN(CCOc1ccc(Cl)cc1)CC(O)c1ccccc1 (configuration not stated) | x | 15 | x | 12 | 3 | -1 | -11 | 2
COc1ccc(C2(c3ccc(OC)cc3)NC(=O)N(CC(=O)N(C)C)C2=O)cc1 | -8 | 1 | 10 | -5 | -2 | 0 | 3 | -1
COc1ccc(/C=N/Nc2cc(C)nc3ccc(Br)cc23)cc1 | -12 | 95* | x | 93* | 3 | 48 | -6 | -3
CCOC(=O)c1sc(-c2ccccc2)cc1NC(=O)Nc1ccccc1 | -1 | 13 | -24 | x | 0 | -6 | 1 | 0
O=C(C[C@H]1C[C@@H]2c3cc(NS(=O)(=O)c4ccc(F)cc4)ccc3O[C@@H]2[C@@H](CO)O1)NCc1ccc(-c2ccccc2)cc1 | -7[16.7 µM] | 84* | -1 | 8 | 3 | 33 | -1 | -40
C[C@@H]1CN([C@H](C)CO)C(=O)c2cc(NS(=O)(=O)c3cn(C)cn3)ccc2O[C@H]1CN(C)Cc1ccc(C(F)(F)F)cc1 | -4[16.7 µM] | 19 | -4 | -6 | x | 4 | -1 | 4
COc1cccc(CN2CCN(c3nc4nonc4nc3N3CCCCC3)CC2=O)c1 | -6 | 17 | -3 | -14 | 5 | 15 | -5 | x
C/C(=N\NS(=O)(=O)c1ccc(C(C)(C)C)cc1)c1ccccc1 | 70 | 13 | 4 | 8 | -25 | 14 | 0 | 9
COc1cccc(S(=O)(=O)Nc2ccc3c(c2)[C@H]2C[C@H](CC(=O)NC4CCCCC4)O[C@@H](CO)[C@H]2O3)c1 | 7[16.7 µM] | -9 | -8 | 0 | 4 | -8 | 1 | -2
